Lamin A splicing – LMNA splicing modulation; Potency, µM (top dose mostly 46.1 µM), for inactives: at the highest dose ratio change, negative = inhibition, hits mostly inhibitors; hit rate 0.01% among 200,000; HeLa LMNA splicing GFP/RFP minigene ratio, 48 h; active = well fitted inhibition curve with a large enough effect in the signal ratio, with a control signal flat, not every such curve was filed as active; inconclusive = small, poorly fitted or top-dose-only effect, or effect the other way, or a change in a side signal; the % refers to the signal ratio; also: potency is read from the fitted curve at half-maximal effect; % is scaled to controls: 0 for no effect and ±100 for the full control effect
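S3 HeLa stable clones carrying a lamin A-EGFP splicing minigene plus DsRed2 were seeded at 600 cells/well in Opti-MEM with 2% FBS, pin-dosed and incubated 48 h at 37°C. Acumen cytometry (488 nm) gave the GFP/RFP total-intensity ratio.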
Epigenetic derep – regulators of epigenetic silencing causing reporter derepression in mouse cells | murine LDR cells, GFP reporter derepression, 30 h | Potency, µM (series often up to 53.9 µM), for the others: top-dose GFP activation, usual class: activators | hit rate 0.2% among 280,000; also: potency is read from the fitted curve at half-maximal effect; % of control where 0% means no effect; nearly all actives have a fitted effect of over 60% in size
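Reporter derepression read as number of fluorescent GFP-positive objects, 20-120 um in size, counted by laser-scanning cytometer. Mouse LDR line with an epigenetically silenced CMV-GFP locus; compound incubation 30 h, 37 C.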
IMPase Li cell – IMPase inhibition in cells with lithium potentiation. CHO-M1 cells, IP1 TR-FRET (IP-One), carbachol + lithium. hit rate 0.35% among 210,000. AID 1457. Potency, µM (series often up to 59.4 µM), inactives show top-dose activity, negative = IMPase inhibition, usual class: inhibitors;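 also: IP1 builds up when IMPase is blocked and the TR-FRET signal falls; potency is read from the fitted curve at half-maximal effect; plate controls were basal vehicle for no effect and high inhibitor control for full effect; nearly all actives have a fitted effect of over 50% in size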
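CHO cells stably expressing M1 receptor (2000/well, cultured 16–30 h) treated 30 min at 37C with compound plus low lithium. Cytosolic IP1 by TR-FRET (665/620 ratio and 620 channel) after 10 min lysis; AC50 by Hill fit.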
CBFb RUNX1 block – inhibitors of human CBF-beta and RUNX1 interaction. Potency, µM (doses to about 59.8 µM), for inactives: at the highest dose activity, negative = inhibition, most hits filed as inhibitors. Q01196+Q13951. AlphaScreen CBFb-His/RUNX1-biotin binding, biochemical. 230,000 tested, under 10 active; also: % of control where 0% means no effect
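AlphaScreen binding: CBFb-His and RUNX1-biotin (30 nM each) preincubated 20 min, compound added for 15 min, then nickel and streptavidin beads for 90 min, all at room temperature. Disruption of the interaction by any mechanism counts as activity.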
Luc counter – blocks Kinase-Glo luciferase, a counter-screen artifact; Potency, µM (series often up to 38.3 µM), inactives show top-dose activity change, negative = inhibition, actives largely listed as inhibitors; hit rate 0.28% among 200,000; AID 1379; Q27757; Kinase-Glo luciferase, ATP luminescence, 8 min; also: potency is read from the fitted curve at half-maximal effect; % is scaled to controls: 0 for no effect and ±100 for the full control effect; nearly all actives have a fitted effect of over 60% in size
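Substrate mix (final 50 mM imidazole pH 7.2, 50 mM KCl, 7 mM MgCl2, 10 uM ATP, 0.01% Tween 20, 0.05% BSA) plus pin-tool compound, then Kinase-Glo detection mix; 8 min ambient, luminescence read.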
aGal spleen mod – inhibits or activates alpha-galactosidase in human spleen homogenate. P06280. human spleen homogenate, 4MU-alpha-Gal fluorescence, 40 min. Potency, µM (doses to about 80 µM), for inactives: at the highest dose activity change, negative = inhibition, hits mostly inhibitors. hit rate 0.008% among 240,000. AID 2107;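 also: potency is read from the fitted curve at half-maximal effect; 0% = enzyme with vehicle and -100% = no enzyme basal signal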
Target sequence (P06280 32-429 limits assumed): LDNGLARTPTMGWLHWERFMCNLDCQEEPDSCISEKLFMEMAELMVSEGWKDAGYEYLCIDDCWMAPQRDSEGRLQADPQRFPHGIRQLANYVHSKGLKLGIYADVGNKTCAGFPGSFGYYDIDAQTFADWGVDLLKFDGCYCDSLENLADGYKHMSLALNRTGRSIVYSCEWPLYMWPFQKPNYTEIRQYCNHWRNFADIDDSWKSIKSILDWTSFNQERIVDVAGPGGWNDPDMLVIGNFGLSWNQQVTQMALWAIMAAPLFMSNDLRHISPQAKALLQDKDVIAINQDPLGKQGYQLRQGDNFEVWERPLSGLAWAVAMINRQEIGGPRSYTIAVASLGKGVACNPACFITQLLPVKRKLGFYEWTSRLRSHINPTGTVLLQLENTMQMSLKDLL
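qHTS titration in buffer at pH 5.0. Alpha-galactosidase activity in spleen homogenate was measured via 4-methylumbelliferone release from 1 mM fluorogenic substrate after 40 min at 37C and a pH 10 stop. AC50 came from Hill fits of control-normalized data.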
NPSR antagonist – neuropeptide S receptor (human) antagonism, cAMP | CHO-NPSR cells, cAMP TR-FRET, antagonist mode | AID 1461 | Potency, µM (top dose mostly 38.3 µM), for the others: at the top dose activity change, negative = inhibition, hits mostly inhibitors | Q6W5P4 | hit rate 1% among 220,000; also: potency is read from the fitted curve at half-maximal effect; % is scaled to controls: 0 for no effect and ±100 for the full control effect; nearly all actives have a fitted effect of over 50% in size; many of its hits are not listed in these tables
Target sequence (Q6W5P4 whole entry, looked up): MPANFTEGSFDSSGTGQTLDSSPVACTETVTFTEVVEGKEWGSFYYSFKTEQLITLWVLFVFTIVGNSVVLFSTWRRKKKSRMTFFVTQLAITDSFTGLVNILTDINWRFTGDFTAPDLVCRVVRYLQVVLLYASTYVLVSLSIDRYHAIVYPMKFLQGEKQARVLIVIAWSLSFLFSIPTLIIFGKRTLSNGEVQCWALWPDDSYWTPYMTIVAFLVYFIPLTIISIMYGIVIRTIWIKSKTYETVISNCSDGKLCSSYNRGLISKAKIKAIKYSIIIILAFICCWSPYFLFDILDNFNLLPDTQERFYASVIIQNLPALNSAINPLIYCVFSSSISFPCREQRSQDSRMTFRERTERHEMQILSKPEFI
Numbers without * were called inactive; ? = inconclusive; · = not tested or not shown; [ ] = dose if it differs, or a comment. Unless noted, calls follow the shape of the dose curve; as a rule, active = well fitted curve in the direction sought with a large enough effect; inconclusive = small, poorly fitted or top-dose-only effect, or another doubt; inactive = no such curve, though single readings can be large; an effect the other way counts as inactive or inconclusive. An excerpt. The share of hits here may be higher or lower than overall.

Letters: A = Lamin A splicing; B = Epigenetic derep; C = IMPase Li cell; D = CBFb RUNX1 block; E = Luc counter; F = aGal spleen mod; G = NPSR antagonist
> COc1cccc(Cn2c(=O)cnc3cncnc32)c1
  A: ?	B: ·	C: 2%	D: ·	E: ·	F: 5%	G: ·

> C/C(=N\NC(=O)c1sccc1-n1cccc1)c1cccs1
  A: 7%[46 µM]	B: ?	C: 2%	D: 3%	E: -1%	F: 2%	G: 7%

> Cc1ccc(/C(N)=N/OC(=O)Cc2cccs2)cc1
  A: 8%	B: -2.0%	C: 1%[38.3 µM]	D: 16%	E: -4%	F: -11%	G: -14%[46.1 µM]

> Cc1cc(C(=O)Nc2ccc(N3CCCC3)c(Cl)c2)ccc1[N+](=O)[O-]
  A: -22%	B: 0.0%	C: 5%	D: ?	E: -4%	F: 11%	G: -10%

> O=C1CN(C(=O)COC(=O)CCSc2ccccc2Cl)c2ccccc2N1
  A: 2%	B: 1.8%	C: 30%[38.3 µM]	D: 4%	E: 8%	F: 5%	G: 0%[46.1 µM]

> CCC(C)NC(=O)/C=C/c1ccc(S(=O)(=O)NCc2ccco2)cc1 (centres undefined)
  A: ·	B: -0.5%	C: 17%	D: -2%	E: 1%	F: -5%	G: -11%

> O=C(NC1(O)C(=O)c2ccccc2C1=O)c1c(Cl)cccc1Cl
  A: ·	B: -0.9%	C: ·	D: 1%	E: ·	F: -9%	G: 3%

> COc1cc2c(C=O)c3c4c(cc(OC)c(OC)c4c2cc1OC)CCN3C
  A: ·	B: 9.3%	C: 22%	D: 27%[21.7 µM]	E: -1%	F: 2%	G: ·

> Nc1c2nc(-c3ccccc3)[nH]c(=O)c2nc(=O)n1-c1ccccc1
  A: ·	B: -1.4%	C: ·	D: -29%	E: ·	F: 25%	G: -42%

> CNC(=O)NC(=O)C(OC(=O)c1cccc(S(=O)(=O)N2CCCCC2)c1)c1ccccc1 (centres undefined)
  A: 5%	B: 0.9%	C: 7%	D: -1%	E: -1%	F: -6%	G: 1%

> Cc1ccc(C(=O)NNC(=O)c2cccs2)cc1
  A: ?	B: -1.3%	C: -3%	D: -5%	E: 2%	F: -3%	G: 19%

> COc1ccc(NC(=O)C2CCCN(S(=O)(=O)c3cnc[nH]3)C2)cc1 (centres undefined)
  A: 0%	B: -2.5%	C: 12%[38.3 µM]	D: -7%	E: -1%	F: -16%	G: 15%[46.1 µM]

> CCOc1ccc(NCC(=O)Nc2ccc(C)cc2C)cc1
  A: 0%	B: -1.0%	C: 31%[38.3 µM]	D: -4%	E: -3%	F: -5%	G: -6%[46.1 µM]

> COc1cc2oc(=O)cc(-c3ccc(-c4ccc(C(F)(F)F)cc4)cc3)c2c(OC)c1OC
  A: ·	B: -3.0%	C: 10%	D: -1%	E: -2%[39.9 µM]	F: 1%	G: ·

> COCCn1c(N)c(C(=O)NS(=O)(=O)c2ccc(C)cc2)c(=O)[nH]c1=O
  A: ·	B: -2.7%	C: -4%	D: -3%	E: -1%	F: -6%	G: 1%

> Cc1cccc(NC(=O)c2c(C)cc(=O)oc2C)n1
  A: -3%	B: 2.0%	C: 8%[38.3 µM]	D: 0%	E: 1%	F: -4%	G: 0%[46.1 µM]

> Cc1nnc(Sc2cc(NCCO)c([N+](=O)[O-])c3nonc23)s1
  A: ?	B: -3.3%	C: -5%	D: 5%	E: -2%	F: -7%	G: -14%

> CCOC(=O)c1c(C)nc(C)c(C(=O)OCC)c1-c1cccc(N)c1
  A: ·	B: 4.2%	C: 8%	D: -2%	E: 3%	F: -2%	G: 5%

> CCn1c(O)c(/C=N/N=C/c2ccc(OC)cc2)c2cc(C3=NNC(=O)CC3)ccc21
  A: ·	B: 7.1µM*	C: ·	D: 10%	E: ·	F: 3%	G: 4%

> COC(=O)c1c(NC(=O)CN2CCC3(O)CCCCC3C2c2cc(OC)ccc2OC)sc(C)c1C (centres undefined)
  A: ?	B: -1.8%	C: 7%	D: -17%	E: 0%	F: 8%	G: -41%

> CC(=O)Nc1ccc(Oc2cnc3ccccc3n2)cc1
  A: 10%	B: 0.0%	C: -1%[38.3 µM]	D: 9%	E: 6%	F: -5%	G: -14%[46.1 µM]

> Cc1ccc(CNC(=O)c2oc3ccc(S(=O)(=O)N4CCC5(CC4)OCCO5)cc3c2C)cc1
  A: -17%	B: -2.2%	C: 14%	D: 5%	E: 2%	F: -1%	G: ?

> COc1ccc(NC(=O)c2ccc(-c3ccc([N+](=O)[O-])cc3)o2)cc1
  A: ?	B: 5.9%	C: -8%	D: 0%	E: 11%	F: -12%	G: -3%

> COCCN=c1scc(-c2ccc3c(c2)NC(=O)CO3)n1/N=C(\C)c1ccc(O)cc1
  A: ·	B: ?	C: ·	D: -24%	E: ·	F: 5%	G: 56%

> O=C(Nc1ccc2c(c1)CCC2)c1c(F)cccc1Cl
  A: 6%[46 µM]	B: -0.5%	C: 7%	D: 9%	E: 0%	F: 1%	G: -8%

> O=C1CSC2=NCN(c3ccc4c(c3)OCO4)CN12
  A: -4%	B: 0.0%	C: 10%[38.3 µM]	D: -7%	E: -5%	F: 0%	G: -12%[46.1 µM]

> O=C(NCc1ccco1)/C(=C\c1cccs1)NC(=O)c1cccs1
  A: -26%[46 µM]	B: -1.1%	C: 1%	D: -4%	E: -6%	F: 5%	G: 7%

> O=c1cc(-c2ccc([N+](=O)[O-])cc2)c2ccc(O)cc2o1
  A: ?	B: -2.7%	C: -11%	D: 11%	E: -2%	F: -4%	G: 23%

> CCOC(=O)c1c(N)sc2c1CCCC2
  A: 3%	B: 0.0%	C: -7%[38.3 µM]	D: 13%	E: -2%	F: 4%	G: -5%[46.1 µM]

> CCCCCCC(=O)N=Nc1c(O)[nH]c2ccc([N+](=O)[O-])cc12
  A: 5%	B: 0.0%	C: -9%	D: 0%	E: 2%	F: -3%	G: -11%

> Cc1c(N2C(=O)c3ccccc3C2=O)c(=O)n(-c2ccccc2)n1C
  A: -4%	B: -0.8%	C: -3%[38.3 µM]	D: 12%	E: -1%	F: -24%	G: 10%[46.1 µM]

> O=C(O)c1ccc2c(c1)CCCN2
  A: ·	B: 2.1%	C: ·	D: -1%	E: ·	F: 7%	G: -20%

> CCCOc1cccc(C(=O)Nc2cccnc2)c1
  A: 2%	B: -1.4%	C: 21%[38.3 µM]	D: -1%	E: 13%	F: -3%	G: 5%[46.1 µM]

> Cc1ccc(C(=O)Nc2ccc(F)cc2F)o1
  A: 6%	B: 6.0%	C: 21%[38.3 µM]	D: 1%	E: -2%	F: 2%	G: 1%[46.1 µM]

> O=C(N/N=C/c1ccc2cccc(OCc3ccccc3)c2n1)c1ccc(Br)cc1
  A: 17%	B: 2.3%	C: -15%[38.3 µM]	D: -10%	E: -1%	F: 6%	G: -16%[46.1 µM]

> CC(=O)Nc1ccc(/C(C)=N/Nc2nc(N3CCOCC3)nc(N3CCOCC3)n2)cc1
  A: 7%[9.22 µM]	B: 1.6%	C: 5%	D: 3%	E: 1%	F: 9%	G: 4%

> O=C(C1CCN(S(=O)(=O)N2CCOCC2)CC1)N1CCN(Cc2ccc3c(c2)OCO3)CC1
  A: ?	B: 1.8%	C: -3%[38.3 µM]	D: 1%	E: 0%	F: -5%	G: -2%[46.1 µM]

> Cc1cccc(NC(=O)CN2C(=O)N/C(=C/c3cc(C)n(C(C)C)c3C)C2=O)c1
  A: 3%	B: 2.4%	C: 26%[38.3 µM]	D: -15%	E: -1%	F: 5%	G: -2%[46.1 µM]

> Cc1cccc(C)c1OCC(=O)Nc1nnc(C2CCCO2)s1 (centres undefined)
  A: 5%	B: 1.1%	C: 2%	D: 2%	E: 2%	F: -5%	G: 6%

> O=C(c1ccccc1F)N1CCN(S(=O)(=O)c2ccc3c(c2)OCCO3)CC1
  A: ?	B: 0.7%	C: -15%[38.3 µM]	D: -4%	E: -2%	F: 4%	G: -5%[46.1 µM]

Overlap with the part before: 3 entries, followed by the next part.
Letters: A = Lamin A splicing; B = Epigenetic derep; C = IMPase Li cell; D = CBFb RUNX1 block; E = Luc counter; F = aGal spleen mod; G = NPSR antagonist
> Cc1cccc(NC(=O)CN2C(=O)N/C(=C/c3cc(C)n(C(C)C)c3C)C2=O)c1
  A: 3%	B: 2.4%	C: 26%[38.3 µM]	D: -15%	E: -1%	F: 5%	G: -2%[46.1 µM]

> Cc1cccc(C)c1OCC(=O)Nc1nnc(C2CCCO2)s1 (centres undefined)
  A: 5%	B: 1.1%	C: 2%	D: 2%	E: 2%	F: -5%	G: 6%

> O=C(c1ccccc1F)N1CCN(S(=O)(=O)c2ccc3c(c2)OCCO3)CC1
  A: ?	B: 0.7%	C: -15%[38.3 µM]	D: -4%	E: -2%	F: 4%	G: -5%[46.1 µM]

> COc1cc(NC(=S)NCc2cccnc2)cc(OC)c1OC
  A: ·	B: -0.8%	C: 8%	D: 9%	E: 8%	F: -3%	G: -2%

> CC(C(=O)Nc1nncs1)N1C(=O)C2C3C=CC(C3)C2C1=O (centres undefined)
  A: -2%[46 µM]	B: -0.4%	C: 4%	D: 19%	E: 0%	F: 1%	G: 7%

> CCN(CC)S(=O)(=O)c1ccc(OC)c(NC(=O)c2cc(C)on2)c1
  A: 6%[46 µM]	B: -1.5%	C: -1%	D: 1%	E: -2%	F: -2%	G: 4%

> O=C(Oc1ccc2c(=O)c(Oc3ccc4ccccc4c3)coc2c1)c1cccnc1
  A: ?	B: 8.1%	C: -12%	D: -6%	E: 2%	F: 26%	G: 9%

> CCOC(=O)C(=O)Nc1ccccc1C(=O)NCc1ccccc1
  A: ·	B: -4.7%	C: -4%	D: -9%	E: -1%	F: 2%	G: -2%

> Clc1cccc(-c2nnc3sc(-c4ccc5c(c4)OCO5)nn23)c1
  A: 5%	B: -6.9%	C: ·	D: 2%	E: ·	F: 3%	G: -2%[46.1 µM]

> Cc1cc(NC(=O)c2cc(-c3ccccn3)nc3ccccc23)no1
  A: 5%	B: 1.0%	C: -12%[38.3 µM]	D: -4%	E: 0%	F: 0%	G: -8%[46.1 µM]

> COC(=O)c1c(NC(=O)Cc2cccs2)sc(C)c1C
  A: 6%	B: -1.0%	C: 19%[38.3 µM]	D: 2%	E: 3%	F: 6%	G: -8%[46.1 µM]

> COC(=O)c1cnc(NNS(=O)(=O)c2ccc(C(F)(F)F)cc2)nc1C(F)(F)F
  A: ·	B: -2.4%	C: ·	D: 8%	E: ·	F: -4%	G: 9%

> O=c1[nH]c2c(s1)C(c1ccco1)C1C3CCC(C3)C1S2 (centres undefined)
  A: 22%	B: -3.1%	C: -5%[38.3 µM]	D: -8%	E: 2%	F: -5%	G: -8%[46.1 µM]

Screens: PubChem BioAssay, National Center for Advancing Translational Sciences (NCATS)
